High-throughput results as filed in PubChem BioAssay.
LDHA inh: blocks human lactate dehydrogenase A; purified LDHA, NADH/diaphorase-resazurin fluorescence; hits give low values; activity change, % (values are at about 110 or 230 µM); AID 1347041; hit rate 0.15% among 480,000; P00338; in the data active = activity change below about -30%; inconclusive = mostly about -25% to -30%;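 also: plate controls were DMSO wells for no effect and wells without enzyme for full effect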
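Human LDH5 at 2 nM final in Tris HCl pH 7.4 with 0.06 mM NADH and 0.2 mM pyruvate, reacted 5 minutes at room temperature. Remaining NADH coupled via diaphorase/resazurin; resorufin fluorescence read at 0 and 20 minutes, normalized to enzyme-free and DMSO wells.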
12-LOX inh: ALOX12 (human) lipoxygenase inhibition. hit rate 1.1% among 580,000. Potency, µM (titrated, usually from 108 µM), without a hit: at the top dose activity change, negative = inhibition, most hits filed as inhibitors. purified 12hLO, xylenol orange hydroperoxide absorbance. P18054; active = well fitted inhibition curve with a large enough effect; inconclusive = small, poorly fitted or top-dose-only effect, or another doubt; inactive = no such curve, though single readings can be large or run the other way; also: potency is read from the fitted curve at half-maximal effect
Target sequence (P18054 whole entry, looked up): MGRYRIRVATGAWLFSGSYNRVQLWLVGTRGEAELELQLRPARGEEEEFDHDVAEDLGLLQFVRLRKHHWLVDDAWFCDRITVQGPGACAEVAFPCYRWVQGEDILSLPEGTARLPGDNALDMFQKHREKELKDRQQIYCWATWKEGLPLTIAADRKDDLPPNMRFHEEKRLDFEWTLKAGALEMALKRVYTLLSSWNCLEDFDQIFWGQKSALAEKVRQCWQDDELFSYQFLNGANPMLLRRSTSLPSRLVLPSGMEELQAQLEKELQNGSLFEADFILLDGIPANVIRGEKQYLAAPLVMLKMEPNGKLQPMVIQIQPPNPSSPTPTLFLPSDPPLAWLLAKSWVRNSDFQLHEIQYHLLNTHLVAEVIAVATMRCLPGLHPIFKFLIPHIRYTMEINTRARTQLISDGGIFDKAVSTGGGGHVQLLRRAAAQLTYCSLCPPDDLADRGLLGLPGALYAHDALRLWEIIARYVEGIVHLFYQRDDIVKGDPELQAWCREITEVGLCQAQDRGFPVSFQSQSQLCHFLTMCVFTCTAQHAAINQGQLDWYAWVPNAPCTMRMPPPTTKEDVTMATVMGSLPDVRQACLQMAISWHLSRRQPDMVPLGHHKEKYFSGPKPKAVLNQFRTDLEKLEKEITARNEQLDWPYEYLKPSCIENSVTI
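Purified human 12hLO (150 nM final) in 25 mM Hepes, 0.01% Triton X-100, pH 7.0 was preincubated 15 min at room temperature with compound. Then 40 uM arachidonic acid was added, 30 min. Hydroperoxide was read by Fe-XO absorbance ratio 573/405 nm.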
The depositor's hits bear a star; ? = inconclusive; [ ] = another dose, or the depositor's remark. Unless noted, % is scaled to controls: 0 for no effect and ±100 for the full control effect. These rows are one share of the data; the hit share may differ from the screen's.

Start of the listing, in advance, six compounds:
SMILES	LDHA inh	12-LOX inh
CCc1ccccc1NC(=O)N1CCN(S(C)(=O)=O)CC1	0	-14%
COc1cccc(OC)c1C(=O)NCCc1c[nH]c2ccccc12	1	38%[activator]
O=C(c1ccc(F)cc1)c1ccc(N2CCCCCC2)cc1	6	-28%
CN(Cc1ccco1)C(=O)NCc1ccc(F)cc1	-15	-5%
COC(=O)c1ccc(COC(=O)c2ccccc2C(=O)c2ccc(Cl)cc2)cc1	-4	0%
Cc1ccc(Nc2nnc(Cc3ccc(Cl)cc3)c(=O)[nH]2)cc1	-1	-59%

Results, from the first entry:
SMILES	LDHA inh	12-LOX inh
CCc1ccccc1NC(=O)N1CCN(S(C)(=O)=O)CC1	0	-14%
COc1cccc(OC)c1C(=O)NCCc1c[nH]c2ccccc12	1	38%[activator]
O=C(c1ccc(F)cc1)c1ccc(N2CCCCCC2)cc1	6	-28%
CN(Cc1ccco1)C(=O)NCc1ccc(F)cc1	-15	-5%
COC(=O)c1ccc(COC(=O)c2ccccc2C(=O)c2ccc(Cl)cc2)cc1	-4	0%
Cc1ccc(Nc2nnc(Cc3ccc(Cl)cc3)c(=O)[nH]2)cc1	-1	-59%
O=C1CSC(c2cccc(C(F)(F)F)c2)N1c1cccc(F)c1 (stereo unspecified)	6	-25%
CCCN1CCC(NC(=O)CC23CC4CC(CC(C4)C2)C3)CC1	1	-2%
CC(=O)Nc1ccc(NC(=O)CN2N=C(c3ccccc3)c3cc(Cl)ccc3S2(=O)=O)cc1	-6	-29%
Cc1ccc(-c2nc(CNC(=O)C(C)Oc3ccc(F)cc3)cs2)cc1 (stereo unspecified)	-1	47%[activator]
COCCn1cnc2c1c(=O)n(CC(=O)Nc1c(C)cc(C)cc1C)c(=O)n2CC(C)C	3	?
C[C@@H](c1ccccc1)N1C[C@@H](COCc2ccccc2)Oc2cc(N3CC[C@H](N(C)C)C3)ccc2S1(=O)=O	-5	?
CSc1ccccc1C(=O)Nc1c(C)cc(C)cc1C	-32*	-10%
CCc1[nH]c(C(=O)N(CC)CCC(F)(F)F)c(C)c1C(=O)OC	8	-30%
COCCCNC(=O)CC1CCCC1	0	1%
CCCCCCCCS(=O)CC(O)CCl (stereo unspecified)	-11	?
Cc1cc(C(=O)NC2CCCCC2)c2cccc(C)c2n1	-2	19%
CC1CCc2[nH]c3ccc(C(=O)Nc4ccccc4F)cc3c2C1 (stereo unspecified)	7	4%
Cn1nc(-c2ccc(N3CCCC3)c([N+](=O)[O-])c2)c2ccccc2c1=O	10	37%[activator]
CC(C)c1ccc2cc(C(=O)N(Cc3ccco3)C3CC3)[nH]c2c1	-1	?
COc1cccc(CNC(=O)c2ccc(CNC(=O)OC(C)(C)C)cc2)c1	-4	10%
CCONC(=O)c1cccc(NC(C)=O)c1	-7	-43%
O=C(O)/C=C/c1ccc(-c2cccc(Cl)c2)s1	-5	?
Cc1nc2cc(NC(C)C(=O)Nc3cccc(Cl)c3)ccc2o1 (stereo unspecified)	4	10%
O=C(O)C(c1c[nH]c2ccc(Cl)cc12)N1CCCN(c2ccc(C(F)(F)F)cn2)CC1 (stereo unspecified)	-11	?

Rewritten with values under each structure: part of the list above
Results follow in this order: LDHA inh, 12-LOX inh
CCc1[nH]c(C(=O)N(CC)CCC(F)(F)F)c(C)c1C(=O)OC
 : 8, -30%
COCCCNC(=O)CC1CCCC1
 : 0, 1%
CCCCCCCCS(=O)CC(O)CCl (stereo unspecified)
 : -11, ?

(next part)
SMILES	LDHA inh	12-LOX inh
COC(=O)c1c(N)c(-c2nc3ccccc3s2)nn1-c1ccc(Cl)cc1	-7	?
N#Cc1cccc(/C=C2\CCOc3cc(Br)ccc3C2=O)c1	6	4%
CCOc1cc(C2SC(NC(C)=O)=NN2C(C)=O)ccc1OCc1ccccc1F (stereo unspecified)	2	24%
COc1ccc(CNC(=O)NCc2noc3ccc(C)cc23)cc1	2	16%
Cc1cccc(Nc2nc3ccccc3nc2NS(=O)(=O)c2ccc3c(c2)OCCO3)c1	2	?
Cc1ccsc1C=Nc1ccc(C23CC4CC(CC(C4)C2)C3)cc1	0	?
Cn1cc([C@]2(O)C(=O)Nc3cccc(Cl)c32)c2ccccc21	-4	-10%
CCOC(=O)C(C)Oc1ccc2c(=O)c(-c3ccc4c(c3)OCCO4)c(C)oc2c1 (stereo unspecified)	5	6%
Cc1cc(S(=O)(=O)N2CCOC23CCN(C(=O)c2cccc(F)c2)CC3)ccc1F	-5	27%
O=C(NC1C2CC3CC(C2)CC1C3)c1cc(-c2ccncc2)nc2ccc(Br)cc12 (stereo unspecified)	8	?
CC(=O)c1ccc(N2CCN(CCS(=O)(=O)c3ccc(Br)cc3)CC2)cc1	-9	-28%
CC(C)CCn1c(N2CCN(CC(N)=O)CC2)nc2c1c(=O)[nH]c(=O)n2C	-1	2%
O=C(C(Sc1nncn1-c1ccccc1)c1ccccc1)N1CCOCC1 (stereo unspecified)	6	19%
CCCCCCCCOc1ccc(C=NC(C)c2ccccc2)c(O)c1 (stereo unspecified)	5	3%
Cc1cc(=O)oc2c(C)c(OCC(=O)Nc3nc4ccccc4[nH]3)ccc12	1	24%
CN(CC(=O)Nc1c(Cl)cccc1Cl)C(=O)C1CCN(C(=O)c2ccc(Cl)cc2)CC1	4	31%[activator]
NC(=O)C1CCN(C(=O)COC(=O)c2cc3ccccc3[nH]2)CC1	-2	6%
Cc1csc(CNC(=O)c2cccnc2)n1	9	0%
CCCNC(=O)NC(=O)CN(Cc1ccc(C(F)(F)F)cc1)C1CC1	6	?
O=C(Cc1c[nH]c2ccccc12)OCc1ccc(-c2ccccc2)cc1	3	35%[activator]
Cc1nc(NC(=O)c2ccccc2)sc1-c1csc(Nc2ccccc2Cl)n1	1	40µM*
CCCNCc1ccccc1C(F)(F)F	-12	-8%
COC(=O)[C@@H]1ON2OCC(C)=C3CCCC[C@@]32[C@H]1C(=O)OC	-9	53%[activator]
CC(=O)N1N=C(c2cccc(NS(C)(=O)=O)c2)CC1c1ccc2nccnc2c1 (stereo unspecified)	0	26%
O/N=C1\CC(c2ccccc2)Oc2ccc(Cl)cc21 (stereo unspecified)	3	?
Continuation:
SMILES	LDHA inh	12-LOX inh
CCCn1nc(C(=O)Nc2ccc(C)cn2)c2ccccc2c1=O	2	-1%
CCOc1cc(-c2ccc(C)cc2)nc2ccc(C(=O)N3CCCC3)cc12	-13	0%
c1ccc(OCCNc2nc(-c3cccnc3)nc3ccccc23)cc1	3	23%
Cc1nc2cc(-c3ccccc3)nn2c(C)c1CCC(=O)Nc1ccc(F)cc1	-1	2%
O=C(Cn1nnnc1-c1ccc(Br)cc1)N1CCCCC1	-17	?
CCCN(CC#N)CC(=O)NC(=O)NC1CC1	5	-47%
Cc1cccc(OC(C)C(=O)Nc2cc(-c3ccc(F)c(F)c3)no2)c1C (stereo unspecified)	3	-55%
CCCC(=O)Nc1nn2c(CC(C)C)nnc2s1	-24	25µM*
O=C(COc1ccc2c(=O)c(-c3ccccc3)coc2c1)Nc1nccs1	3	-20%
Cc1cccc(NC(=O)Cc2nc(-c3c(N)n(CC(C)C)c(=O)n(C)c3=O)cs2)c1	1	-22%
COc1cc2c(cc1OC)-c1c(c(C(=O)NCc3ccncc3)nn1-c1ccc(Cl)cc1)C2	2	-8%
Cc1ccc(S(=O)(=O)CC(=O)c2cccc(Cl)c2)cc1	-3	2%
COc1ccc(NC(=O)c2cc(OC)nc3ccccc23)cc1	-5	-12%
O=C(Nc1ccc(F)cc1)c1ccc2c(c1)CC(c1ccc(F)cc1)OC2=O (stereo unspecified)	-9	-2%
CC1=C(C(=O)N2CCOCC2)C(c2cccc(F)c2)NC(=O)N1Cc1ccccc1 (stereo unspecified)	-21	-14%
COc1ccc(OC)c(S(=O)(=O)N2CCN(C(=O)c3cc4c(s3)CCCCC4)CC2)c1	1	-14%
Cc1ccc(OCCOC(=O)c2n[nH]c(=O)c3ccccc23)cc1	-8	1%
CC(=O)C(=Cc1cc(C)n(CC(F)(F)F)c1C)C(C)=O	-1	28%
C/C(=N/Nc1ccc([N+](=O)[O-])cc1)c1ccncc1	4	35µM*
CSc1ccccc1C(=O)Nc1ccccc1C(C)(C)C	0	-20%
COc1ccc(N(Cc2cc(CN3CCOCC3)cs2)S(=O)(=O)c2c(C)noc2C)cc1	3	-22%
Cc1ccc(-n2nc(N3CCCN(S(=O)(=O)c4cccc5nsnc45)CC3)ccc2=O)cc1	-9	1%
COC(=O)c1c(C)[nH]c(-c2cc(OC)c(OC)c(OC)c2)c1C1C(=O)Nc2ccc(F)cc21 (stereo unspecified)	59	?
CCCc1nc2ccccc2c(C(=O)OCC(=O)NC2CCCC2)c1CC	11	-16%
CCN(CC)c1ccc(C=Nc2c(C)cc(C)cc2C)cc1	36	?
More records follow.
SMILES	LDHA inh	12-LOX inh
COC(=O)c1ccc2nc(-c3cccc(Br)c3)c(Cc3ccccc3)n2c1	1	38%[activator]
Cc1c(C(=O)CSc2nnc(C3CC3)n2C2CC2)sc2ccccc12	5	-11%
CCNC(=S)NCCSc1ccc(Cl)cc1	4	?
Cc1ccccc1N1C(=O)c2cc(-c3ccco3)nn2CC1(C)C(=O)NC1CCCCC1 (stereo unspecified)	7	?
CCN(CC)C(=O)CN(C)C(=O)c1cc2cc(Cl)ccc2nc1C	12	-38%
CCOC(=O)c1cc(NC(=O)c2ccc(-c3ccccc3)cc2)ccc1N1CCOCC1	-2	?
Cc1ccc(SCCC(=O)OC(C)C(=O)Nc2ccc(C(N)=O)cc2)cc1 (stereo unspecified)	-4	-34%
C=CCNC(=S)NNC(=O)C(C)C	-1	42%[activator]
CN(C)CCCNC(=O)c1cc(-c2ccc(-c3ccccc3)cc2)nc2ccccc12	-1	?
O=C(CSC1=NCCS1)N(Cc1ccc(Cl)cc1)C12CC3CC(CC(C3)C1)C2	0	4%
CSc1cccc(NC(=O)c2csc3c2CCCCC3)c1	17	-19%
O=C(NCCc1ccccc1)C1C(=O)Nc2ccccc2C(=O)N1C1CCCCC1 (stereo unspecified)	-2	-10%
COC(=O)c1ccc(CNC(=O)c2cccc(F)c2)cc1	2	-50%
C(=N/N=C\c1ccccn1)/c1ccccn1	-5	-15%
CCOc1ccc(CNC(=O)Cn2c(=O)[nH]c3c(-c4ccc(F)cc4)c[nH]c3c2=O)cc1OCC	-21	-3%
CCCc1ccc(OC(=O)c2ccc3c(c2)-c2ccccc2C3=O)cc1	-2	29%
COc1ccc(-c2nc3c(s2)CN(C(C(=O)O)c2c[nH]c4cc(Br)ccc24)CC3)cc1 (stereo unspecified)	4	?
N#Cc1cccc(C(=O)NC2CCSc3ccccc32)c1 (stereo unspecified)	-11	3%
COC(=O)c1cccc(NC(=O)CSc2nc(=O)[nH]nc2C)c1	-13	-23%
COc1ccc(-c2cc3nc(C)c(CCC(=O)Nc4ccc5c(c4)OCO5)c(C)n3n2)c(OC)c1	2	17%
CCOC1CCCc2oc(-c3ccc(N(C)C)cc3)c(C(=O)OC)c21 (stereo unspecified)	5	?
CCc1nc2ccccc2c(C(=O)OCC(=O)NC(=O)NCc2ccccc2)c1C	-2	?
CNC(=O)c1ccc(-c2nc(CN3CCN(S(=O)(=O)c4ccc(C)c(C)c4)CC3)c(C)o2)cc1	-6	20%
COC1=CC(=O)OC(c2cccc(C(F)(F)F)c2)C1 (stereo unspecified)	-2	?
CCn1cc(SCC(=O)Nc2cc(C)ccc2C)c2ccccc21	13	-1%
Other structures:
SMILES	LDHA inh	12-LOX inh
Cn1c(=O)c2c(-c3ccc(F)cc3)n(CCCO)cc2n(C)c1=O	18	-8%
COc1ccc(CCn2c(Br)nc3c(=O)n(C)c(=O)n(C)c32)cc1	0	-30%
CC1CCN(c2nc(-c3ccc(Cl)cc3)nc3ccccc23)CC1	-4	1%
Cc1ccc(S(=O)(=O)N2CCN(C(C(=O)NC3CC3)c3ccccc3)CC2)c(C)c1 (stereo unspecified)	-14	?
CCOCCCNc1nc2c(c(=O)[nH]c(=O)n2C)n1CCC(C)C	10	24%
COC(=O)c1[nH]c(C)c(/C(O)=C2\C(=O)C(=O)N(CCCn3ccnc3)C2c2ccncc2)c1C (stereo unspecified)	3	?
CC(C)N(CCNC(=O)c1cc(C2CC2)nc2ccccc12)C(C)C	0	6%
FC(F)(F)c1cc(-c2cccs2)nc(NC2CCCCC2)n1	7	?
Cn1nc(C(=O)Nc2ncc(Cc3cc(C(F)(F)F)ccc3Cl)s2)c2ccccc2c1=O	3	-6%
O=C(O)/C=C/c1cccc(N=Cc2ccc(N3CCOCC3)cc2)c1	12	22%
CC(C)(C)NC(=O)CCc1ccc(C#N)cc1	5	3%
Cc1ccc(C(C)Nc2ncccc2-c2nc(-c3cccc(C)c3)no2)cc1 (stereo unspecified)	-5	?
CCCN(Cc1nnc(-c2ccccc2Cl)o1)C(=O)c1cccc(S(=O)(=O)N(CC)CC)c1	1	16%
CC(C)Cc1ccc(-c2cnc(CCC(=O)Nc3nccs3)o2)cc1	1	-13%
O=C(Oc1ccc(Sc2ccc(OC(=O)C3CC3)cc2)cc1)C1CC1	0	-21%

Entries from the list above with a tert-butyl group, in the order listed:
SMILES	LDHA inh	12-LOX inh
COc1cccc(CNC(=O)c2ccc(CNC(=O)OC(C)(C)C)cc2)c1	-4	10%
CSc1ccccc1C(=O)Nc1ccccc1C(C)(C)C	0	-20%
CC(C)(C)NC(=O)CCc1ccc(C#N)cc1	5	3%
